PNC inhibitor: blocks assembly of the perinucleolar compartment; PC3M PTB-GFP, PNC prevalence imaging, 16 h; hits give low values; activity change (PNC), negative = inhibition, % at 10 µM; actives 3.1% (n = 140,000); AID 2417;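 active = readout at or below -70, meaning at least 70% loss of cells showing the perinucleolar compartment, a nuclear body marking cancer cells; inconclusive = readout between -30 and a set limit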;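 also: plate controls were DMSO wells for no effect and camptothecin positive control wells for full effect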
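PC3M cells stably expressing PTB-GFP, 750–1000 cells/well, treated 16 h at 37 °C with compound (23 nl of library stock), in duplicate. After paraformaldehyde fixation and Hoechst stain, imaged at 20x; PNC prevalence scored by image analysis.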
ALOX12 inhib: inhibitors of human 12-lipoxygenase (ALOX12). purified 12-hLO, xylenol orange hydroperoxide absorbance. Potency, µM (top dose mostly 57.1 µM), for the others: at the top dose activity change, negative = inhibition, usual class: inhibitors. actives 0.12% (n = 150,000); also: potency is read from the fitted curve at half-maximal effect; nearly all actives have a fitted effect of over 55% in size; many of its hits are not listed in these tables
Target sequence (P18054 whole entry, looked up): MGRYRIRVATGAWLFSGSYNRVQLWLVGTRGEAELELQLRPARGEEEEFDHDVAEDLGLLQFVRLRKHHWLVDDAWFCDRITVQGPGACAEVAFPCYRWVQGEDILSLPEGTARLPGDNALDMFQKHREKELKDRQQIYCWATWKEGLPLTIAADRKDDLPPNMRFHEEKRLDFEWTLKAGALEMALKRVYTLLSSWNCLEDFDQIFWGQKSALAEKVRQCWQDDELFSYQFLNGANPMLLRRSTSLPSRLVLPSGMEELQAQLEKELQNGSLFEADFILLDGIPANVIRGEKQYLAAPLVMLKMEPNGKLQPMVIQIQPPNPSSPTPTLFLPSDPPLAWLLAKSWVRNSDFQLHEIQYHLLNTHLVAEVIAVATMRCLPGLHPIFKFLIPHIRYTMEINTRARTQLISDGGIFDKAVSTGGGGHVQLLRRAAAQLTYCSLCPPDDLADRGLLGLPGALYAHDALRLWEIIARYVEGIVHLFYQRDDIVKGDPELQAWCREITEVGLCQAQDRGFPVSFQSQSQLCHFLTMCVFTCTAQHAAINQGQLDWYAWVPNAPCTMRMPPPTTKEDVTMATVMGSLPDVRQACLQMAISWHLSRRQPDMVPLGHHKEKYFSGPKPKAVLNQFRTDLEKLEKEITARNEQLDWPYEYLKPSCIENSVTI
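Xylenol orange chromogenic assay: hydroperoxide from 12hLO oxidises Fe(II), giving red-shifted Fe(III)-XO absorbance. Conditions: 150 nM enzyme, 40 uM arachidonic acid, 25 mM Hepes pH 7.0, 0.01% Triton X-100, 30 min, room temperature.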
15-hLO-2 inh: blocks human 15-lipoxygenase 2 activity | actives 0.56% (n = 110,000) | purified 15hLO-2, xylenol orange hydroperoxide absorbance | O15296 | Potency, µM (doses to about 57.1 µM), for inactives: at the highest dose activity change, negative = inhibition, actives largely listed as inhibitors; also: potency is read from the fitted curve at half-maximal effect; nearly all actives have a fitted effect of over 60% in size; many of its hits are not listed in these tables
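Read-out: hydroperoxide product oxidises ferrous iron, measured as xylenol orange complex via the 573-to-405 nm absorbance ratio after 30 min. Reaction: 50 nM enzyme, 15 min compound preincubation, 45 uM arachidonic acid, 90 min RT, Hepes pH 7.5 with Triton X-100.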
IMPase cell inh: cell-permeable inhibitors of inositol monophosphatase (IMPase); P97697; CHO-M1 cells, IP1 accumulation, HTRF TR-FRET ratio; inhibition (IP1 accumulation), % at 46.1 µM; 120,000 tested, under 10 active; active = well fitted curve in the direction sought with a large enough effect in the signal ratio, not every such curve was filed as active; inconclusive = small, poorly fitted or top-dose-only effect, or a change in a side signal; inactive = no such curve, though single readings can be large or run the other way; the % refers to the signal ratio;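 also: cells stimulated with carbachol in lithium chloride buffer; plate controls were DMSO basal wells for no effect and reference inhibitor wells for full effect; higher means more IMPase inhibition seen as more IP1 and lower FRET ratio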
Target sequence (P97697 whole entry, looked up): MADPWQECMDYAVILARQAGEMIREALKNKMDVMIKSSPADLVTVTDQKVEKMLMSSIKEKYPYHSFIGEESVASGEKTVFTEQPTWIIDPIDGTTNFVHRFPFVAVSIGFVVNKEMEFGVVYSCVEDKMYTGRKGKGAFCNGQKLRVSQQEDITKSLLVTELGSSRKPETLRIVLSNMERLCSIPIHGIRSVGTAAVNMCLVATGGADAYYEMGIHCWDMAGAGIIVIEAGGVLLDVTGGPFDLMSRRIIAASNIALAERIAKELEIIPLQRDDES
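Elevated IP1 in lysates lowers TR-FRET signal (665/620 ratio and 620 channel reported). Cells were CHO-M1, given carbachol (50 uM as added) plus 50mM LiCl, pH 7.4, 30 min, 37C; compounds titrated up to 46 uM; AC50 by Hill equation.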
* = called active by the depositor; ? = inconclusive; . = not tested or not shown; [ ] = another dose, or the depositor's remark. Unless noted, calls follow the shape of the dose curve; as a rule, active = well fitted curve in the direction sought with a large enough effect; inconclusive = small, poorly fitted or top-dose-only effect, or another doubt; inactive = no such curve, though single readings can be large; an effect the other way counts as inactive or inconclusive. Unless noted, % is scaled to controls: 0 for no effect and ±100 for the full control effect.

SMILES	PNC inhibitor	ALOX12 inhib	15-hLO-2 inh	IMPase cell inh
COC(=O)c1sccc1NC(=O)/C=C/c1ccc(Cl)cc1Cl	8.0	-2.3%	.	-5.3
COc1ccc(C(c2nnnn2Cc2cccs2)N2CCN(c3ccccc3)CC2)cc1OC (configuration not stated)	35.0	1.4%	-19.7%	0.4
CCn1c(=O)cc(SCC(=O)NCCC2=CCCCC2)c2ccccc21	80.5	-12.1%	.	-3.9
COc1nccnc1NS(=O)(=O)c1ccc(NC(=S)NC(=O)c2cccc(F)c2)cc1	-10.0	-10.1%	.	.
COc1cccc(-c2nnc(SCC(=O)OC(C)C)n2Cc2ccco2)c1	24.4	-7.2%	-1.4%	6.4
COC(=O)c1ccc(COC(=O)c2ccc(-n3cnnn3)cc2)o1	-23.1	0.5%	-5.3%	7.5
O=C(CCNS(=O)(=O)c1cccc2nsnc12)N1CC(=O)N(CCc2ccccc2)C(=O)C1	-1.0	-5.6%	-1.8%	5.3
CCc1ccc(NC(=O)C(C)OC(=O)c2ccc(N3CCCC3)c([N+](=O)[O-])c2)cc1 (configuration not stated)	-21.3	2.0%	.	1.4
Cc1ccc(C)c(NC(=O)CN2C(=O)CNC2=O)c1	?	1.3%	-1.1%	?
CCN1CCN(C(=O)CN(c2ccc(C)cc2)S(C)(=O)=O)CC1	-14.2	4.2%	2.7%	4.8
COc1cc2c(cc1OC)CN(C(=O)c1cc(=O)c3ccccc3o1)CC2	-1.6	2.2%	13.6%	2.3
C=CCOc1c(Br)cc(CNn2nnnc2N)cc1OC	22.5	-2.3%	1.3%	11.1
C=CCNC(=O)C12CC3(C)CC(C)(CC(C)(C3)C1)C2	?	-3.4%	9.0%	-2.2
Cc1cc(C)n(-c2ccc(C(=O)Oc3ccc4c(c3)OCO4)cc2)n1	4.3	-13.4%	1.4%	8.7
Oc1ccc(Cl)cc1C1=NNC(c2ccc(Cl)cc2)C1 (configuration not stated)	-28.0	-16.9%	.	1.0
Cc1nn(-c2ccccc2)c(Oc2ccc(F)cc2)c1/C=N/n1cnnc1	-27.1	2.9%	3.6%	12.2
O=c1[nH][nH]c(C(F)(F)F)c1C=NCc1ccc(Cl)cc1	?	-0.2%	-1.1%	-4.9
CCOC(=O)C(C(=O)NCCCN1CCOCC1)C1CCCCC1 (configuration not stated)	-100.0*	2.2%	.	8.5
COc1ccc(CC(=O)Nc2c3c(nn2-c2cccc(C)c2C)CS(=O)C3)cc1 (configuration not stated)	0.1	-4.1%	2.8%	-7.0
Cc1cc(C)cc(-n2c(C)cc(C=C(C#N)C#N)c2C)c1	7.6	4.1%	-6.0%	-0.1
Cc1onc(-c2ccccc2Cl)c1C(=O)N1CCN(c2nc3ccccc3s2)CC1	-112.6*	-5.9%	14.2%	6.1
CN(/C(=N/S(=O)(=O)c1cccs1)c1ccccc1)c1ccccc1	?	-0.7%	.	-8.8
O=C1OCC(Cn2c3ccccc3c3ccccc32)O1 (configuration not stated)	51.9	-3.2%	10.1%	-4.5
COc1cc2c(cc1OC)C(C(=O)Nc1ccc3c(c1)OCCO3)C(c1cccnc1)N(C)C2=O (configuration not stated)	1.3	-3.6%	3.8%	1.2
COc1cc2c(=O)n(CCCN3CCOCC3)c(=S)[nH]c2c(OC)c1OC	14.5	-1.2%	-14.3%	-22.9

The closing 7 records of the part before open the next one.
SMILES	PNC inhibitor	ALOX12 inhib	15-hLO-2 inh	IMPase cell inh
COc1ccc(CC(=O)Nc2c3c(nn2-c2cccc(C)c2C)CS(=O)C3)cc1 (configuration not stated)	0.1	-4.1%	2.8%	-7.0
Cc1cc(C)cc(-n2c(C)cc(C=C(C#N)C#N)c2C)c1	7.6	4.1%	-6.0%	-0.1
Cc1onc(-c2ccccc2Cl)c1C(=O)N1CCN(c2nc3ccccc3s2)CC1	-112.6*	-5.9%	14.2%	6.1
CN(/C(=N/S(=O)(=O)c1cccs1)c1ccccc1)c1ccccc1	?	-0.7%	.	-8.8
O=C1OCC(Cn2c3ccccc3c3ccccc32)O1 (configuration not stated)	51.9	-3.2%	10.1%	-4.5
COc1cc2c(cc1OC)C(C(=O)Nc1ccc3c(c1)OCCO3)C(c1cccnc1)N(C)C2=O (configuration not stated)	1.3	-3.6%	3.8%	1.2
COc1cc2c(=O)n(CCCN3CCOCC3)c(=S)[nH]c2c(OC)c1OC	14.5	-1.2%	-14.3%	-22.9
CN(C1CCCCC1)S(=O)(=O)c1cccc(C(=O)OCC(=O)NC2CCCc3ccccc32)c1 (configuration not stated)	-29.9	1.7%	.	.
O=C(CSc1cccc(C(F)(F)F)c1)NC(=O)NCc1ccco1	-16.7	-8.8%	-6.6%	8.2
COCCOc1nc2ccccc2nc1C	?	-1.4%	.	-7.0
O=C(O)c1ccc(CNC(=O)c2ccc(Br)o2)cc1	?	2.1%	-1.5%	-0.8
COc1ccc(C(=O)Cn2c(Br)nc3c2c(=O)n(C)c(=O)n3C)cc1	6.7	-2.5%	4.2%	3.6
CCOc1ccccc1C(=O)Nc1ccsc1C(=O)OC	-110.0*	-3.6%	.	.
COc1ccc2sc(NC(C)=O)nc2c1	?	0.1%	5.0%	0.2
C=CCn1c(C)cc(C(=O)CSc2nnc(NC(C)C)s2)c1C	12.8	6.2%	5.3%	1.6
c1ccn2c(SCc3ccc4c(c3)OCO4)nnc2c1	?	-5.7%	-8.9%	-1.3
Cn1c(N)c(C(=O)c2cc(-c3ccccn3)nc3ccccc23)c(=O)[nH]c1=O	-14.4	-28.8%	28.6%	-10.9
CCNC(=O)c1nc[nH]c1C(=O)NCC	62.7	-4.1%	-0.6%	-2.1
COc1ccc(/C=N/N2CCN(C3c4ccccc4-c4ccccc43)CC2)cc1O	?	-0.5%	.	.
CCC(C)NCCOCCOc1ccc(Br)cc1C (configuration not stated)	-1.7	-3.7%	.	.
Cc1cc(=O)[nH]c(SCc2cc(Cl)ccc2OC(F)F)n1	4.5	-4.4%	1.0%	4.9
O=C(CCN1CCOCC1)c1ccccc1	9.7	6.0%	-15.7%	8.5
CCNCCCNCCCCNCCCNCC	.	10.4%	47.9%[activator]	-6.2
CC1CCCCN1S(=O)(=O)c1ccc(S(=O)(=O)N2CCN(c3ccc(F)cc3)CC2)cc1 (configuration not stated)	-113.8*	-4.1%	-14.4%	-4.2
O=C(/C=C/c1ccco1)NC(=S)Nc1ccc(N2CCCC2)cc1	?	-8.6%	.	.
CCCCCOc1ccc(CSCCNC(=S)Nc2ccccc2)cc1	-25.5	?	.	9.6
Cc1nc(=O)cc(-c2ccccc2)n1-c1ccccc1	-107.8*	-2.9%	-3.6%	-4.8
Cc1sc2ncnc(OCC(=O)N3CCN(S(=O)(=O)c4ccc(Cl)cc4)CC3)c2c1C	-13.4	-15.0%	-3.3%	6.3
CCN(CC)P1(=O)OC(c2cc(OC)c(OC)c(OC)c2)=Nc2c1c(C)nn2-c1ccccc1 (configuration not stated)	-2.7	-5.1%	7.6%	0.7
C=Cc1ccc(C=C)cc1	.	4.5%	-11.6%	.
C=CCn1c(SCC(=O)N2CCc3ccccc3C2)nc2sc(CC)cc2c1=O	?	-5.4%	.	-9.8
COc1cc(NC(C)=O)c2ncccc2c1[N+](=O)[O-]	8.4	0.3%	.	.
Carrying on.
SMILES	PNC inhibitor	ALOX12 inhib	15-hLO-2 inh	IMPase cell inh
CCP(=O)(CC)C(C)(C)CP(=O)(c1ccccc1)c1ccccc1	10.6	-2.7%	-0.1%	?
Cc1ccccc1C(=O)c1c[nH]c(C(N)=O)c1	-17.1	-1.6%	-1.1%	6.2
Cn1c(=O)[nH]c(=O)c2c1nc(N1CCCCCC1)n2CC(=O)c1ccccc1	-7.3	-0.8%	-0.2%	-1.3
CC1CCCCC1NC(=O)CN1C(=O)CSc2cc(S(=O)(=O)N3CCCCCC3)ccc21 (configuration not stated)	30.2	1.5%	.	.
COC(=O)CSc1ccc(S(=O)(=O)N2CCOCC2)cc1[N+](=O)[O-]	?	-2.1%	.	.
O=C(COC(=O)C1COc2ccccc2O1)NC(=O)NC1CCCCC1 (configuration not stated)	-20.3	-2.4%	1.2%	-2.5
CCn1c2c(c3cc(OCC(C)C)ccc31)CCCC2=O	-8.8	0.4%	.	-21.0[0.369 µM]
CCOc1ccc(S(=O)(=O)Nc2cc(Sc3ncn[nH]3)c3oc(=O)sc3c2)cc1	5.8	?	0.7%	-1.2
O=C(COC(=O)c1ccccc1NC(=O)c1ccccc1)c1cccc([N+](=O)[O-])c1	-14.1	3.7%	.	.
CCOC(=O)c1[nH]c2ccc(OC)cc2c1NS(=O)(=O)c1ccc(OC)cc1OC	-15.6	-9.6%	4.8%	-9.8
Fc1ccc2c(c1)C(c1ccncc1)=NNC(c1ccc(Cl)cc1)=N2	-28.3	-2.4%	5.7%	2.5
O=C(CN(CCN1CCOCC1)C(=O)Cn1nnc(-c2ccc(F)cc2)n1)NC1CCCCC1	?	8.2%	8.5%	16.3
N#Cc1ccccc1Sc1ccccc1C(=O)OCC(=O)NC12CC3CC(CC(C3)C1)C2	-4.9	-4.0%	.	.
Cc1c(Cl)cccc1Nc1nc(N)nc(CN2CCCCCC2)n1	?	-0.6%	45.1%[activator]	12.9
CC(SC1CCCC1)C(=O)NC(C)(C#N)C(C)C (configuration not stated)	28.1	-1.3%	-8.7%	?
COc1ccc(C=O)cc1OS(=O)(=O)c1ccc(NC(C)=O)cc1	15.1	3.9%	.	.
c1ccc(Nc2c3c(nc4ncnn24)CCC3)cc1	15.2	7.5%	-2.7%	1.5
O=C(CCNS(=O)(=O)c1cccc2nsnc12)NCCc1ccccc1	?	-2.4%	0.3%	20.0
c1nc(N2CCNCC2)c2sc3nc(N4CCOCC4)c4c(c3c2n1)CCC4	-17.2	-2.4%	20.8%	9.6
CCN(CC)Cc1cc(NC2=NS(=O)(=O)c3ccccc32)ccc1OC(=O)c1ccccc1	20.4	3.6%	.	.
O=C(O)Cn1nnnc1SCC(=O)Nc1ccc(OC(F)(F)F)cc1	17.9	-3.4%	-2.2%	-4.3
Cc1cc2nnc(SCC(=O)Nc3cccc(S(=O)(=O)N4CCOCC4)c3)n2c2ccccc12	?	-1.4%	.	-2.5
COC(=O)C1=NNC2(c3ccc(C)cc3)C(=O)N(c3cccc(C)c3C)C(=O)C12 (configuration not stated)	46.9	0.3%	.	.
C=CCc1cccc(CNc2nc3ccccc3n2C(C)C)c1O	4.2	-11.8%	25.1%	0.8
Cn1c(SCC(=O)Nc2ncc(C(F)(F)F)cc2Cl)nnc1-c1ccc(Cl)cc1	?	-3.8%	.	.
(continued)
SMILES	PNC inhibitor	ALOX12 inhib	15-hLO-2 inh	IMPase cell inh
Cc1[nH]c(N)nc(=S)c1CCCNc1ccccc1	.	-6.0%[11.4 µM]	-20.1%[11.4 µM]	.
Cc1cc2c(cc1C)C(c1ccccc1Br)CC(=O)N2 (configuration not stated)	9.4	-2.7%	.	.
CCNC(=O)CSc1nnc(-c2ccccc2Br)n1-c1cccc(C(F)(F)F)c1	-27.8	-5.2%	.	15.2
CCCC(=O)Nc1c2c(nn1-c1ccc(OC)cc1)CS(=O)(=O)C2	-27.2	-0.2%	-2.2%	5.9
CCOC(=O)c1cc2sc(C)cc2n1CC(=O)NCc1ccc(F)cc1	-21.2	-1.3%	-7.4%	-1.6
CC(=O)N1CCc2cc(Br)cc(S(=O)(=O)NCCCN3CCC(C)CC3)c21	?	0.4%	3.3%	?
c1ccc(CSc2ccc3nnc(-c4cccnc4)n3n2)cc1	-22.3	1.8%	.	.
C(=N\Nc1nc2ccccc2[nH]1)/c1cccs1	4.4	?	68.8%[activator]	3.8
CCOC(=O)C1CCCN(C/C=C/c2ccccc2[N+](=O)[O-])C1 (configuration not stated)	0.6	0.4%	0.3%	10.1
O=S1(=O)Nc2c(ccc3cccnc23)-c2ccccc21	-7.5	-10.4%	8.1%	4.5
O=c1c2ccccc2nc(SCc2nc3ccccc3s2)n1CCCO	?	-0.8%	.	10.6

Assay outcomes deposited in PubChem BioAssay by National Center for Advancing Translational Sciences (NCATS).

Not all compounds are listed; count on the stated rates, not on these rows.
